Source: PubChem
TRPV1 ag = agonists of human vanilloid receptor 1 (TRPV1) | actives 0.19% (n = 320,000) | AID 540275 | activation, % at 8.33 µM | TRPV1-expressing cells, Fluo-8 calcium influx, agonist mode; in the data active = activation above about 80%; inconclusive = between about 30% and that limit; also: 0% is about no effect
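TRPV1-expressing cells were cultured overnight at 35.5C and loaded with Fluo-8 calcium dye for 40 to 90 min at room temperature. After a 10 s baseline, compound was added and calcium influx was read kinetically for 3 min (ex 480/em 520 nm).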
KCNH2 3.1 inh = KCNH2 3.1 (human) potassium channel inhibition | U2OS KCNH2 3.1, thallium flux FluxOr; stronger effect = lower value | activity change, % (tested at about 1.8 µM) | actives 0.95% (n = 340,000);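 active = maximum activity change below -70%; inconclusive = maximum activity change from -70% to -50%; inactive = maximum activity change above -50%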;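 also: thallium influx rate constant from kinetic fluorescence after stimulation buffer; % is scaled to controls: 0 for no effect and ±100 for the full control effect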
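We transduce U2OS cells with the mutant 3.1 virus, culture them overnight, load FluxOr with Red40 quencher for 45 min, then add stimulation buffer and read kinetically for 2 min to derive a normalized rate constant.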
PKM2 activator = increases activity of human pyruvate kinase M2 | purified PKM2, Kinase-Glo ATP luminescence, activation; response scale: 0% is enzyme alone, no compound | Potency, µM (highest dose often 57.5 µM), without a hit: top-dose activation, usual class: activators | P14618 | actives 0.34% (n = 260,000); also: potency is read from the fitted curve at half-maximal effect; % is scaled to controls: 0 for no effect and ±100 for the full control effect; nearly all actives have a fitted effect of over 55% in size
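Purified hPK-M2 (>95% pure) converted ADP (0.1 mM final) to ATP with 0.5 mM PEP in 50 mM imidazole pH7.2, KCl, MgCl2, Tween 20, BSA; 1 h at room temperature. ATP detected by Kinase-Glo luminescence.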
USP2a block = inhibitors of human ubiquitin-specific protease USP2a. O75604. USP2 core, Ub-CHOP2 coupled fluorogenic reporter, 485/531. Potency, µM (doses to about 38.3 µM), for inactives: at the top dose activity change, negative = inhibition, actives largely listed as inhibitors. actives 0.01% (n = 330,000);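 also: potency is read from the fitted curve at half-maximal effect; plate controls were DMSO wells for no effect and full inhibition by NEM control for full effect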
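Cell-free coupled assay: 10nM USP2 core preincubated 30min RT with compound in Tris-HCl pH 8.0/CaCl2/CHAPS buffer, then 25nM Ub-CHOP2 and 25nM reporter substrate; fluorescence (Ex 485/Em 531) read after 60min RT, normalized to NEM inhibition, concentration-response curves fitted.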
B2AR arrestin = beta2AR (human) beta-arrestin recruitment activity | beta-arrestin recruitment to beta2AR, cell-based reporter | Potency, µM (doses to about 46.1 µM), for inactives: top-dose activation, usual class: activators | actives 0.02% (n = 330,000) | AID 492947;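 also: potency is read from the fitted curve at half-maximal effect; 0% = DMSO controls and full agonism = EC100 isoproterenol or metaproterenol; nearly all actives have a fitted effect of over 65% in size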
KCNH2 WT inh = inhibitors of human wildtype KCNH2 potassium channel; Q12809; U2OS, BacMam KCNH2, thallium flux FluxOr; stronger effect = lower value; activity change, % at 1.84 µM; actives 0.37% (n = 340,000); AID 720551;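 active = maximum activity change below -70%; inconclusive = maximum activity change between -70% and -50%; inactive = maximum activity change above -50%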; also: % is scaled to controls: 0 for no effect and ±100 for the full control effect
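U2OS cells were transduced with wild-type KCNH2 virus (2.03 x 10^8 / mL) for 4 h at room temperature, then cultured overnight at 37 C. Thallium flux was read with FluxOr dye. Rate constants were normalized to DMSO controls.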
CXXC DNA block = inhibitors of human MLL CXXC domain-DNA interaction. Q03164. MLL-CXXC / FITC-HOXA9 DNA fluorescence polarization. Potency, µM (titrated, usually from 115 µM), inactives show top-dose activity change, negative = inhibition, usual class: inhibitors. actives 0.037% (n = 290,000); active = well fitted inhibition curve with a large enough effect in the polarisation, with a control signal flat, not every such curve was filed as active; inconclusive = small, poorly fitted or top-dose-only effect, or effect the other way, or a change in a side signal; inactive = no such curve, though single readings can be large or run the other way; the % refers to the polarisation; also: potency is read from the fitted curve at half-maximal effect
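Steps: dispense CXXC domain solution (7 uM) → pin compounds or unlabeled HOX-A9 DNA control → 5 min ambient → add FLSN-HOX-A9 solution (50 nM) → spin → 30 min ambient → fluorescence polarization. Tris pH 7.5/NaCl/DTT/BSA buffer.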
Menin-MLL TR inh = inhibitors of human menin-MLL interaction, mutant MLL peptide; O00255; Menin + Texas Red MLL mutant peptide, fluorescence polarization; Potency, µM (titrated, usually from 61.6 µM), inactives show at the top dose FP activity change, negative = inhibition, usual class: inhibitors; actives 0.23% (n = 270,000); AID 1768; active = well fitted inhibition curve with a large enough effect in the polarisation, with a control signal flat, not every such curve was filed as active; inconclusive = small, poorly fitted or top-dose-only effect, or effect the other way, or a change in a side signal; inactive = no such curve, though single readings can be large or run the other way; the % refers to the polarisation; also: potency is read from the fitted curve at half-maximal effect; % of control where 0% means no effect; many of its hits are not listed in these tables
FBPA coupling cs = coupling enzyme interference in Giardia aldolase counter-screen | activity change, negative = inhibition, % at 58.2 µM, hits read low | coupling enzyme system counterscreen, AmpLite Red fluorescence | actives 0.67% (n = 290,000); in the data active = activity change below about -30%; also: % is scaled to controls: 0 for no effect and ±100 for the full control effect
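Counterscreen of the coupled detection system alone, without aldolase: glyceraldehyde-3-phosphate coupling enzymes plus AmpLite Red readout. Compounds at 57.5 uM final, 10 min RT preincubation, 20 min RT reaction, fluorescence 525/598 nm.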
Giardia killer = kills Giardia lamblia | AID 540267 | actives 0.15% (n = 340,000) | Giardia lamblia trophozoite viability | activity change, % at 7.66 µM, hits read low; in the data active = activity change below about -80%; inconclusive = between about -30% and that limit;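 also: parasites exposed to compound for two days anaerobically before the ATP read; % is scaled to controls: 0 for no effect and ±100 for the full control effect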
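ATP-content bioluminescence gauges trophozoite survival. Cells (100/well) receive compound and incubate anaerobically for 48 hrs at 37 deg C; detection reagent follows for 15-30 min at room temperature.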
GALK inhibitor = blocks human galactokinase activity | P51570 | Purified GALK, Kinase-Glo residual ATP luminescence | Potency, µM (series often up to 57.5 µM), inactives show at the highest dose activity change, negative = inhibition, hits mostly inhibitors | actives 0.007% (n = 270,000) | AID 1868; also: potency is read from the fitted curve at half-maximal effect; % is scaled to controls: 0 for no effect and ±100 for the full control effect
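Human GALK (5 nM) with 35 uM ATP and 100 uM galactose in 20 mM HEPES pH 8.0, 5 mM MgCl2, 60 mM NaCl, 1 mM DTT, 0.01% BSA. After 1 h at room temperature, leftover ATP was read by Kinase-Glo Plus luminescence.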
* = called active by the depositor; ? = inconclusive; nt = no result given; & = joins results of further samples; [ ] = another dose, or the depositor's remark. Unless noted, calls follow the shape of the dose curve; as a rule, active = well fitted curve in the direction sought with a large enough effect; inconclusive = small, poorly fitted or top-dose-only effect, or another doubt; inactive = no such curve, though single readings can be large; an effect the other way counts as inactive or inconclusive.

SMILES	TRPV1 ag	KCNH2 3.1 inh	PKM2 activator	USP2a block	B2AR arrestin	KCNH2 WT inh	CXXC DNA block	Menin-MLL TR inh	FBPA coupling cs	Giardia killer	GALK inhibitor
Cc1c(NS(=O)(=O)c2cc(C(=O)OCC(=O)N3CCC(C)CC3)ccc2Cl)c(=O)n(-c2ccccc2)n1C	0	6	3%	-1%	0.1%	-1	7%	-10%	8	-8	2%
CNC(=S)N1N=C(c2ccc(Br)cc2)CC1c1ccc(N(C)C)cc1 (stereo unspecified)	4	-21	21%	5%	5.4%	-12	61%[activator]	15%	1	-2	4%
O=S(=O)(Nc1cccc2ccccc12)c1ccccc1	2&4	21	1%	0%	0.1%	9	2%	nt	-16	11&17	2%
Cc1ccc(S(=O)(=O)N2CCCCC2)cc1C(=O)NCC1CCCO1 (stereo unspecified)	3	4	1%	0%	-0.9%	-14	1%	nt	nt	9	1%
COC(=O)CSc1nc(C)cc(N2CCOCC2)n1	1	-8	-6%	0%	-0.3%	-3	13%	3%	0	-7	9%
Cc1ccc(C)c(NC(=O)c2ccc3nccnc3c2)c1	0	6	nt	2%	-0.1%	-3	-1%	nt	1	-9	-3%
Cn1cc(Cl)c(C(=O)OCC(=O)Nc2cccc(Cl)c2)n1	4	-3	3%	3%	0.2%	-2	8%	13%	0	-15	11%
COc1ccc(Nc2cc(C)nc3ccc(OC)cc23)cc1	-9	12	-1%	-4%	-0.6%	-2	-16%	-10%	-2	-13	3%
COc1ccc(NC(=O)CSc2nnc(C3CC3)n2C)cc1S(=O)(=O)N1CCOCC1	-1	0	nt	3%	0.0%	-5	nt	nt	nt	-23	nt
COc1cc(OC)c2c(-c3ccccc3)cc(=O)oc2c1	4	-3	-1%	0%	-0.3%	-2	-7%	-17%	0	7	-2%
O=C(COC(=O)CCc1nc2ccccc2c(=O)[nH]1)NCc1ccc(F)cc1	8	-8	4%	-12%	-0.1%	2	-1%	nt	6	-23	0%
CC(=O)c1cccc(CN2CCN(Cc3ccc(F)cc3)C(CCO)C2)c1 (stereo unspecified)	-1	-4	-2%	1%	-0.5%	14	-2%	13%	0	3	2%
COc1ccc(CC(=O)N2CCN=C2SCc2cccc([N+](=O)[O-])c2)cc1	-2	-11	-20%	-6%	-0.1%	-4	-2%	31%[activator]	-2	31[activator]	10%
COc1ccccc1NC(=O)Nc1c(C)n(C)n(-c2ccccc2)c1=O	9	-2	-10%	3%	-0.5%	-3	-2%	-11%	-2	2	1%
NS(=O)(=O)c1ccc(CNC(=O)c2ccccn2)cc1	-6	0	6%	2%	0.6%	7	30%[activator]	nt	2	11	-1%
COc1ccccc1CC(=O)Nc1ccc(O)cc1C(=O)O	0	2	1%	-1%	-0.6%	4	7%	28%	-1	1	0%
CCC(C)[C@H](NC(=O)N1CCn2c1nc1ccccc12)C(=O)NCc1ccccc1 (stereo partly specified)	-1	-9	nt	0%	-0.1%	1	16%	nt	nt	-14	-3%
O=C(CSc1ccccc1C(=O)O)NC1CCCCCCC1	1	-22	3%	2%	-0.1%	-5	-11%	8%	1	-9	0%
COc1ccccc1NC(=O)COC(=O)CCc1ccc(S(=O)(=O)N2CCOCC2)cc1	1	-1	nt	-9%	0.4%	4	nt	nt	nt	8	nt
Cc1noc(C)c1C(=O)OCC(=O)N1CCc2ccccc21	nt	9	nt	0%	0.0%	-3	nt	nt	nt	4	nt
N=c1n(CCN2CCCCC2)c2ccccc2n1CC(=O)c1ccc(Cl)c(Cl)c1	3	-20	1%	-2%	-1.0%	14	26%	nt	-26	11	3%
C/C=C/c1ccc(OCCCN2C(=O)NC(C)(C)C2=O)c(OC)c1	26	-5	3%	0%	0.5%	-7	-8%	-2%	-3	-1	5%
Cc1[nH]c2ccccc2c1/C=N/NC(=O)c1ccc(N)cc1	4	23	nt	2%	0.0%	nt	5%	?	3	-1	4%
CC(C)C(=O)NNC(=O)CSc1nnnn1C(C)C	0	-4	0%	3%	-0.3%	-3	1%	0%	3	2	0%
CNC(=O)c1ccc(C)c(NC(=O)C2=C(C)OCCS2)c1	3	11	nt	-1%	-0.1%	10	-6%	-10%	1	-28	nt
COC(CNC(=O)c1cn(C)c2ccc(S(=O)(=O)N(C)C3CCCCC3)cc2c1=O)OC	0	14	6%	1%	0.2%	2	5%	-17%	-2	-1	12%
N#Cc1ccccc1S(=O)(=O)N1CCN(C(=O)CN2CCCC2c2cccs2)CC1 (stereo unspecified)	-5	-4	nt	0%	0.1%	-1	nt	nt	nt	12	nt
C/C(=N\Nc1cccc([N+](=O)[O-])c1)c1cc2ccccc2o1	-1	-33	0%	0%	-0.2%	nt	-1%	?	-1	-20	10%
Cc1ccc(Cc2nnc3n(-c4cccc(C)c4)nc(C(=O)c4ccccc4)n3c2=O)cc1	14	12	1%	0%	0.4%	0	-3%	-1%	-2	4	-1%
CC(C)[C@H](NC(=O)OCc1ccccc1)C(=O)OCC(=O)Nc1ccc(N2CCOCC2)cc1	-2	11	nt	-1%	0.2%	6	nt	nt	nt	-4	nt
COc1ccc(CCNC(=O)C(=O)c2c[nH]c3ccccc23)cc1OC	-1	-6	2%	0%	0.1%	-4	-7%	10%	-1	3	0%
COc1ccc(S(=O)(=O)Nc2ccc3c(c2)CC(=O)N([C@@H](C)CO)C[C@H](C)[C@@H](CN(C)S(=O)(=O)c2ccc(F)cc2)O3)cc1	nt	20	nt	-1%	0.5%	1	nt	nt	nt	17	nt
CCC(CC)C(=O)NN(C(=O)c1ccncc1)C1CC(=O)N(c2ccccc2)C1=O (stereo unspecified)	0	2	1%	-1%	-0.3%	-11	-3%	nt	0	-4	0%
NNC(=O)c1ccc2ccccc2n1	11	2	-3%	7%	-0.3%	7	-5%	7%	3	13	0%
CCC(=O)Nc1nonc1-c1nc2ccccc2n1CCC(C)C	-3	-11	1%	-2%	0.2%	-1	-16%	-11%	8	0	-1%
Nc1ccc(C(=O)Nc2cccc(NC(=O)c3ccc(N)cc3)c2)cc1	4	0	8%	1%	0.0%	8	0%	47%[activator]	1	2	7%
C=CCNc1ncnc2c1ncn2C1OC(CO)C(O)C1O (stereo unspecified)	1	0	1%	6%	-0.3%	5	-2%	6%	0	-14	4%
CN(C)S(=O)(=O)c1cccc(NC(=O)c2cc3c(=O)n4ccccc4nc3s2)c1	2	-7	-2%	1%	-0.2%	-8	4%	-10%	-2	5	-4%
CCc1ccccc1NC(=O)CN1CCN(C(=O)c2cccc(-n3cnnn3)c2)CC1	-4	-5	nt	1%	0.4%	10	nt	nt	nt	-4	nt
CCCCN1C(=O)C(=O)N(CC(=O)Nc2sc(CC)cc2C(=O)OCC)C1=O	2	2	nt	0%	0.4%	-6	nt	nt	nt	-3	nt
COc1ccccc1-c1nnc(SC2CCc3ccccc3NC2=O)s1 (stereo unspecified)	5	-4	7%	1%	-0.8%	0	-1%	1%	-2	11	-4%
O=C(NCc1ccc(F)cc1)c1cc(S(=O)(=O)N2CCCCC2)ccc1Cl	20	8	nt	-1%	0.1%	5	nt	nt	nt	-8	nt
CCOC(=O)c1cccc(NC(=O)Nc2ccc(OCC)cc2)c1	?	3	-18%	21%	0.5%	nt	-2%	?	0	-6	0%
Cc1cccnc1NC(=O)c1c(O)c2ccccc2n(C)c1=O	0	3	-6%	2%	-0.2%	11	-1%	3%	-6	-3	0%
COc1cc(OC)c(C2CC(=O)N3CN(c4ccc(C)cc4)CSC3=C2C#N)cc1OC (stereo unspecified)	-1	4	0%	-1%	-0.5%	-1	3%	13%	-31*	8	-1%
Cc1cccc(N(C)c2ccc3cc(S(=O)(=O)N4CCCC4)ccc3n2)c1	0	-12	nt	-7%	0.2%	8	5%	nt	nt	-3	2%
Cc1ccc2c(=O)c(C(=O)NCc3cccs3)c[nH]c2c1	-1	-16	19%	1%	-0.8%	-1	-4%	17%	2	-4	0%
CCN(CC(=O)NC1CCS(=O)(=O)C1)c1ccc(S(=O)(=O)N(CC)CC)cc1[N+](=O)[O-] (stereo unspecified)	nt	-12	nt	-5%	-0.3%	-5	nt	nt	nt	-10	nt
c1ccc(-n2ncc3c2ncn2nc(CSc4nc5ccccc5s4)nc32)cc1	-3	3	4%	2%	-0.1%	0	13%	0%	1	4	0%
CCc1ccc(NC(=O)CN(c2cc(C)cc(C)c2)S(=O)(=O)c2c(C)[nH]c(=O)[nH]c2=O)cc1	2	?	nt	4%	-0.9%	5	14%	nt	nt	-4	1%
O=C1CC(C(=O)Nc2ccc(O)c(C(=O)O)c2)C(c2ccccc2)O1 (stereo unspecified)	-3	13	-1%	0%	-0.9%	-13	9%	-1%	8	4	-1%

A portion of the library; the hit share may differ from the screen's.
